# Compound activity from PubChem BioAssay.
# Cdc42 wt = modulators of GTP binding to wildtype Cdc42, primary screen, biochemical, multiplex bead flow cytometry, Bodipy-GTP; 190,000 tested, 0.2% active; percent activity (GTP binding), % at 10 µM; AID 761, 2007; GST-Cdc42 beads; actives lie on both sides; Cell division control protein 42 homolog (Homo sapiens), P60953;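 active means percent activity GTP binding at least 20 points away from the 100% baseline, either down as inhibitor or up as activator; inconclusive means compound flagged as likely green fluorescent from well-wide comparison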;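 further: median bead fluorescence of bound Bodipy-FL-GTP at 100 nM; 0% = excess unlabeled GTP control and 100% = no compound control; below 100% means less GTP binding so inhibitor and above means activator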
# Target sequence (P60953 whole entry, looked up): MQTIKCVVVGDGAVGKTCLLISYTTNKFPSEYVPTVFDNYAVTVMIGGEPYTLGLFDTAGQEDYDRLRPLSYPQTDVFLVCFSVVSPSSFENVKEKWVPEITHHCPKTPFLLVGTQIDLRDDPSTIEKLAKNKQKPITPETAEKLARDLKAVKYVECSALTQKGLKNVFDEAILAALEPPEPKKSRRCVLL
# Rac1 wt GTP bind = wildtype Rac1 GTP binding modulators, primary screen, biochemical, GST-Rac1 beads, flow cytometry, multiplex; Ras-related C3 botulinum toxin substrate 1 (Homo sapiens), P63000; fluorescent GTP binding; actives lie on both sides; 0 = cold GTP competed, 100 = untreated; GTP binding activity (% of control), % at 10 µM; 190,000 tested, 0.27% active;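 active means GTP binding activity at least 20 points away from the 100% control level, either lower or higher; inconclusive means compound flagged as likely green fluorescent, judged across all proteins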
# Rac1 act GTP bind = GTP binding modulators of activated mutant Rac1, primary screen, biochemical, bead-based flow cytometry, multiplex, fluorescent GTP. AID 764, 2007. GST-Rac1 activated beads; actives lie on both sides; 100% means binding = to untreated wells. percent activity (GTP binding), % at 10 µM. Ras-related C3 botulinum toxin substrate 1 (Homo sapiens), P63000. 190,000 tested, 0.11% active;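 active means GTP binding at least 20 percentage points away from the 100% baseline, in either direction, so actives lie on both sides; inconclusive means Compound likely fluorescent itself, or too few beads counted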
# Bim-Mcl-1 = inhibitors of Bim peptide binding to Mcl-1, primary screen, biochemical, bead-based flow cytometry, multiplex | Induced myeloid leukemia cell differentiation protein Mcl-1 (Homo sapiens), Q07820 | Bim peptide-Mcl-1 binding | inhibition, % at 10 µM | 190,000 tested, 0.1% active; in the data active means inhibition above about 40%;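 further: 0% = no compound tracer wells and 100% = peptide blocker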
# Target sequence (Q07820 whole entry, looked up): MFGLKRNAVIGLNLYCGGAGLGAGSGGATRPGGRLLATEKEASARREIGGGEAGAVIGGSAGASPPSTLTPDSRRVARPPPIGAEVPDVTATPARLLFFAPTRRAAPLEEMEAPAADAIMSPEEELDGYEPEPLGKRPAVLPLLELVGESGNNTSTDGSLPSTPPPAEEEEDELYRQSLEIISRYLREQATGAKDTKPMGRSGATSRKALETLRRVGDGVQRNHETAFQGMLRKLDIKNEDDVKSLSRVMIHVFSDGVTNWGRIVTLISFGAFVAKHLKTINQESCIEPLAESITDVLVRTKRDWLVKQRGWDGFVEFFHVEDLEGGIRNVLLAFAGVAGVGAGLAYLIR
# Pf gamet viab = late stage P. falciparum gametocyte viability inhibitors, primary screen, ATP luminescence, HTS. P. falciparum stage V gametocytes, 24 h. inhibition, % at 10.9 µM. 150,000 tested, 0.065% active. AID 743093, 2013;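 active means inhibition above the mean plus 3 SD of compounds within the control limits, set per campaign, cut at about 38% in these data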;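 further: 0% = DMSO wells and 100% = medium only without gametocytes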
# Rab7 wt modul = modulators of GTP binding to Rab7, primary screen, biochemical, wildtype, multiplex bead flow cytometry | Rab7 GTPase wild type (dog), Bodipy-FL-GTP binding | GTP binding activity (percent of control), % at 10 µM | 190,000 tested, 0.055% active | GST-Rab7 beads, fluorescent GTP binding; actives lie on both sides; untreated = 100%, excess cold GTP = 0%;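 active means fluorescent GTP binding to Rab7 beads changed by at least 20 points from the 100% baseline, either direction, mostly lower; inconclusive means compound itself probably fluorescent, or too few beads counted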;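 further: median green fluorescence of bound Bodipy-FL-GTP per Rab7 bead population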
# Avidin bead fluor = green autofluorescence of compounds with avidin beads – biophysical, 488/530 nm, flow cytometry, artefact control, profiling panel. compound fluorescence 488/530 nm; active compounds read high. fluorescence (KMESF) at 10 µM. 220,000 tested, 0.38% active; in the data active means fluorescence above about 47; further: inactives centre near 10
# Mcl1-Noxa inh = Mcl-1/Noxa binding inhibitors, primary screen, biochemical, TR-FRET, 1536-well | Induced myeloid leukemia cell differentiation protein Mcl-1 (Homo sapiens), Q07820 | TR-FRET Mcl-1/Noxa peptide binding, 2 h | inhibition, % at 21.7 µM | 220,000 tested, 1.5% active;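 active means compounds that cut the protein-peptide binding signal by more than 50% relative to plate controls in a single-dose test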;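 further: His-tagged Mcl-1 with rhodamine Noxa BH3 peptide and terbium anti-His antibody; 0% = Mcl-1 plus Noxa peptide wells and 100% = peptide-only wells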
# HRas wt GTP = modulators of GTP binding to HRas wildtype, primary screen, biochemical, bead-based flow cytometry, multiplex | GTPase HRas (Homo sapiens), P01112 | GST-Ras wt beads, Bodipy-FL-GTP binding; actives lie on both sides | GTP binding activity, % at 10 µM | 190,000 tested, 0.14% active;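 active means GTP binding activity at least 20% away from the 100% baseline, either lowered as inhibitor or raised as activator; inconclusive means flagged as likely green fluorescent, judged across all proteins in the well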;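 further: 0% = unlabeled GTP competition control and 100% = no-compound control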
# Target sequence (P01112 whole entry, looked up): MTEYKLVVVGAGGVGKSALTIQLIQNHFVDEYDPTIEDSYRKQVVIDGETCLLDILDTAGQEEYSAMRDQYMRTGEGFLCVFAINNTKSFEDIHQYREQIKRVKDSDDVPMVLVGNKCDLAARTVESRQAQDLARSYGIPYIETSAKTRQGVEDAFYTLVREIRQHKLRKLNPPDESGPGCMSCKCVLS
# Mcl1 Bid PPI = Mcl-1/Bid binding inhibitors, primary screen, biochemical, TR-FRET, 1536-well; Induced myeloid leukemia cell differentiation protein Mcl-1 (Homo sapiens), Q07820; TR-FRET Mcl-1/Bid-Dy647 peptide binding; inhibition, % at 21.7 µM; 220,000 tested, 0.97% active; AID 1021, 2008;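 active means compounds that cut the binding signal by more than half at the single screening dose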;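 further: His-tagged Mcl-1 with europium anti-His antibody binding Bid BH3 peptide; 0% = Mcl-1 plus peptide wells and 100% = peptide-only wells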
# Rab2 wt GTP = modulators of GTP binding to Rab2A wildtype, primary screen, biochemical, dog, bead-based flow cytometry, multiplex. GST-Rab2 wt beads, Bodipy-GTP binding. GTP binding activity, % at 10 µM. 190,000 tested, 0.19% active. AID 760, 2007;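 active means GTP binding activity at least 20 points away from 100%, either lowered or raised; inconclusive means signal likely due to the compound's own green fluorescence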;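 further: 0% = beads with excess unlabeled GTP and 100% = no-compound control corrected for plate trend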
# Active calls of the source: *; ? = inconclusive; . = no result given.
molecule,Cdc42 wt,Rac1 wt GTP bind,Rac1 act GTP bind,Bim-Mcl-1,Pf gamet viab,Rab7 wt modul,Avidin bead fluor,Mcl1-Noxa inh,HRas wt GTP,Mcl1 Bid PPI,Rab2 wt GTP
CCC1(CC)Nc2ccccc2C(=O)N1c1ccc(NC(C)=O)cc1,100,100,96,-3,.,100,14,0,102,-26,99
O=C(NN1CCOCC1)c1cnn2c(C(F)F)cc(-c3ccccc3)nc12,90,92,93,-3,15,98,8,0,92,-5,93
Cc1ccc(NC(=O)c2cc(C)on2)cc1,101,105,100,0,5,99,24,10,101,-19,100
CC1(C(=O)NC2CCCC2)CCC(=O)N1Cc1ccccc1Cl (configuration not stated),107,108,101,1,.,101,13,6,102,-10,101
CC(C)Cn1c(=O)[nH]c2ccccc21,101,102,99,-1,.,99,11,-2,97,-13,99
CCCc1cc(C(N)=O)c(NC(=O)C2CCCO2)s1 (configuration not stated),?,?,?,-10,.,?,17,23,?,0,?
CS(=O)(=O)c1ccc(Cl)c(NC(=O)c2ccc3ccccc3c2)c1,103,105,99,-1,-5,102,6,16,102,-22,102
O=C(O)CCCCCN1C(=O)C(O)=C(C(=O)/C=C/c2ccccc2)C1c1cccc([N+](=O)[O-])c1 (configuration not stated),90,88,83,-1,7,92,9,10,92,-8,91
N#CC1=C(N)OC2=C(C(=O)CCC2)C12CCN(C(=O)OCc1ccccc1)CC2,101,104,100,-5,-22,100,22,17,100,-14,100
CC(=O)N1CCN(C2=Nc3cccc4cccc2c34)CC1,107,108,99,-2,.,99,13,18,102,-15,102
Cc1cccc(-c2n[nH]c(=S)n2/N=C/c2ccc(C)o2)c1,100,100,101,0,18,98,13,43,101,-56,98
CS(=O)(=O)N(CC(=O)N1CCOCC1)c1cccc([N+](=O)[O-])c1,95,98,95,-3,-34,94,16,7,92,6,94
COc1cccc(CNn2c(-c3cccc(C)c3)nc3ccccc3c2=O)c1,104,104,102,0,.,104,8,-2,105,-4,103
O=Nc1c(O)[nH]c2ccc(F)cc12,94,100,93,3,-54,102,10,19,96,-37,96
COc1ccc(/C=N/N(C)c2cc(=O)n(C)c(=O)[nH]2)cc1OC,92,89,94,1,14,98,10,11,95,-32,92
O=C(COc1cc(Cl)c(Cl)cc1Cl)NC(=O)NC1CCCC1,103,105,100,0,-24,104,12,4,102,-7,101
Cc1cc(C)n(C(=O)CNC(=O)c2cccs2)n1,101,102,98,0,.,97,7,-7,100,-13,99
O=C(Nc1ccc(NC(=O)C2CC2)nc1)c1ccco1,104,105,103,-5,.,104,14,19,106,-4,107
Cc1c(Cl)cccc1NC(=O)CC(C(=O)O)C1CCCO1 (configuration not stated),100,109,96,-1,-17,101,5,-4,101,-6,103
CCOC(=O)c1c(NC(=O)CSc2nnc(-c3ccc(C)cc3)o2)sc(C(C)=O)c1C,104,104,101,0,.,99,35,-1,104,-10,102
CC(=O)C1=C(C)NC(SCc2cccc3ccccc23)=C(C#N)C1c1ccco1 (configuration not stated),100,104,98,-2,19,99,13,20,98,-11,99
Cc1cccc(NC(=O)c2ccc3ccccc3n2)c1C,106,107,102,-5,-23,103,12,11,106,-23,105
O=C(NCc1ccccn1)c1c(O)c2c([nH]c1=O)CCCC2,103,103,98,0,3,100,6,4,101,7,100
CC(C)CCNC(=O)CCNS(=O)(=O)c1ccc(Cl)cc1,101,102,99,-5,13,99,34,4,100,7,98
O=C(NC1CCCCC1)c1ccc(S(=O)(=O)N2CCOCC2)cc1,102,106,99,11,.,101,3,3,102,-3,100
COc1ccc(-c2csc3nc(C)nc(N4CCN(C(C)=O)CC4)c23)cc1OC,95,96,93,0,21,98,25,6,94,-37,97
COc1ccc(C2Nc3ccccc3C(=O)N2O)cc1CN1CCOCC1 (configuration not stated),101,106,102,-5,12,102,16,-1,104,-20,99
Cc1ccc(C(C)C)c(Oc2nnnn2-c2ccccc2)c1,98,101,97,0,.,102,19,7,99,-7,98
Cc1sc2nc(COC(=O)c3ccc(N4CCCC4)c([N+](=O)[O-])c3)[nH]c(=O)c2c1C,103,99,99,-7,.,100,12,10,97,-11,94
COc1ccc(OC)c(S(=O)(=O)N2c3cc(F)ccc3CCC2C)c1 (configuration not stated),96,96,96,-2,.,99,10,3,97,-29,98
COc1ccc(C(=O)NC2CC3CCCC(C2)N3CC(C)C)cc1OC (configuration not stated),106,108,103,-1,.,102,27,8,104,-6,102
Cc1nc2c(Cl)cccc2[nH]1,100,101,98,5,.,100,6,-13,100,-1,99
O=C(Cn1cnc2c(cnn2-c2ccccc2)c1=O)Nc1ccc(S(=O)(=O)N2CCOCC2)cc1,101,102,99,-2,-2,97,10,10,98,-6,98
Cc1csc(-c2cnn(-c3ccccc3)c2NC(=O)c2ccccc2)n1,102,102,98,-3,.,101,11,-5,100,-4,101
CC(Sc1nnc(NC2CCCCC2)s1)C(=O)Nc1ccc2c(c1)C(=O)c1ccccc1C2=O (configuration not stated),89,75*,88,4,-1,84,15,35,82,-36,77*
CCOC(=O)c1c(N)sc(C(=O)N2CCOCC2)c1C,107,109,102,0,2,102,20,8,103,2,101
Nc1cc(S(=O)(=O)N2CCCCC2)ccc1Oc1ccc(Cl)cc1,92,94,95,4,11,107,10,-1,98,-50,96
CC(=O)c1c(C)[nH]c(C(=O)Nc2nc(-c3ccccc3)c(C)s2)c1C,96,90,95,0,-14,97,7,31,95,-2,95
CCN(CC)c1ccc(NC(=O)CN2CCN(CC(=O)Nc3ccc(F)cc3)CC2)cc1,98,103,99,1,3,101,27,17,101,-25,102
Cc1ccc(NC(=S)N2CCN(C(=O)c3ccccc3)CC2)c(C)c1,95,100,94,0,-25,103,11,12,97,-30,98
O=C(CSCc1ccccc1)N=Nc1c(O)[nH]c2ccccc12,?,?,?,-1,-6,?,10,21,?,-17,?
O=C(NCc1ccccc1)c1ccc2c(=O)n(CC3CCCO3)c(=S)[nH]c2c1 (configuration not stated),101,100,98,-2,22,100,11,4,102,-44,100
CCOC(=O)C(NC(=O)CC)(Nc1ccc(S(=O)(=O)Nc2ncccn2)cc1)C(F)(F)F (configuration not stated),107,108,103,0,.,103,10,9,104,-7,105
Cn1nnnc1SCc1ccc(C(=O)Nc2ccc(Br)cc2)cc1,104,104,97,-1,.,102,8,-20,101,-26,99
CC(C)c1ccc(OCC(=O)NC(Cc2c[nH]c3ccccc23)C(=O)O)cc1 (configuration not stated),84,94,81,0,.,94,9,13,89,-48,88
COc1ccc(C(=O)NC(=S)Nc2ccccc2N2CCCCC2)cc1[N+](=O)[O-],100,105,99,-5,3,99,16,12,100,-59,98
COC(=O)C(CCSC)NC(=O)/C=C/c1ccc(OC)cc1 (configuration not stated),92,100,97,0,-20,102,14,2,98,-23,95
CC(=O)c1ccc(NC(=O)c2noc3c2CCCCC3)cc1,98,98,97,-4,.,98,8,18,100,-14,101
Cc1ccc(NC(=O)c2ccc(Cl)nc2)cc1,97,102,96,0,10,104,11,15,100,3,97
CC(C)(C)[C@H]1C=C(C(=O)NCc2nc3ccccc3[nH]2)O[C@@H](OCCCCO)C1,97,96,96,2,6,105,6,-3,97,-7,99

# The list goes on:
molecule,Cdc42 wt,Rac1 wt GTP bind,Rac1 act GTP bind,Bim-Mcl-1,Pf gamet viab,Rab7 wt modul,Avidin bead fluor,Mcl1-Noxa inh,HRas wt GTP,Mcl1 Bid PPI,Rab2 wt GTP
ON1C2CCCCC2N(O)C1c1ccccc1C(F)(F)F (configuration not stated),105,100,100,-1,.,95,15,4,105,-15,104
CC(C)CO/C(=N/S(=O)(=O)c1ccccc1)c1ccccc1,103,107,101,-1,-4,103,12,-6,101,-23,102
CCc1ccc(-c2cc(C(=O)N/N=C/c3ccccn3)[nH]n2)cc1,97,95,95,0,-17,103,7,-45,94,-28,99
O=C(CSc1ncc(-c2ccc(F)cc2)n1Cc1ccco1)Nc1ccc2c(c1)OCO2,?,?,?,0,-8,?,26,10,?,-11,?
COc1cc(C2C(C(=O)/C=C/c3ccccc3)=C(O)C(=O)N2c2ccccn2)ccc1O (configuration not stated),90,95,91,-2,-5,94,20,13,96,-52,93
CC(=O)Oc1cccc(N2C(=O)C3CC=CCC3C2=O)c1 (configuration not stated),104,103,101,7,.,98,7,7,102,-8,101
O=C(O)C1CCN(c2ccc(Cl)nn2)CC1,99,100,98,1,19,99,12,-4,97,-4,99
Cc1ccc(-n2c(C)cc(/C=N\NC(=O)CC(=O)NC(C)C)c2C)cc1,97,105,100,-1,.,100,15,-2,101,-38,99
CCOc1cccc(CN2CCCC(C(=O)c3cccc(C(F)(F)F)c3)C2)c1O (configuration not stated),97,99,96,-1,.,107,9,4,98,-43,100
CCN1CCN(C(c2cccnc2)c2cc(Cl)c3cccnc3c2O)CC1 (configuration not stated),98,102,99,-3,11,103,15,34,101,24,105
Cc1ccc(CSc2nc3c(c(N(C)C)n2)CCCC3)cc1,?,?,?,2,.,?,2,-21,?,-3,?
CCn1c(SCC(=O)Nc2ccccc2C(=O)OC)nnc1-c1ccc(N)cc1,104,101,101,-1,.,94,7,2,104,-16,102
CC(C)(C)C(=O)N1CCN(c2ccc(Cl)cc2[N+](=O)[O-])CC1,99,102,100,-4,32,97,1,9,98,-1,95
Cc1occc1C(=O)N/N=C/C=C/c1ccccc1,97,101,95,1,-5,105,9,7,100,-31,101
CCn1c(C)c(C(C)=O)c(N2CCC(C(N)=O)CC2)nc1=S,100,101,99,-2,.,100,8,2,100,-33,100
O=C(CSc1nc2ccccc2c(=O)n1CC1CCCO1)NCC1CCCO1 (configuration not stated),104,101,100,0,-3,93,13,-1,104,-15,105
CC(C)n1c(N2CCN(CC(=O)NCc3cccs3)CC2)nc2ccccc21,94,103,94,0,.,100,7,1,99,-43,97
CCN(CC)c1ccc(NC(=O)CSc2nc3ccccc3c(=O)n2-c2cc(S(=O)(=O)N(C)C)ccc2C)cc1,102,108,101,-7,-5,102,11,50,102,-59,102
Clc1cccc2sc(N3CCCCC3)nc12,101,104,98,0,.,101,17,-4,101,-7,100
